# Source: PubChem BioAssay
# Growth percent in the NCI-60 one-dose screen (48 h, 10 µM unless noted): 100 = growth as untreated, 0 = no growth, -100 = all killed.
# MDA-MB-231 = MDA-MB-231 breast cancer. hit rate 5% among 81,000. AID 1794789
# MCF7 = MCF7 breast cancer; hit rate 6.3% among 82,000; AID 1794796
# MOLT-4 = MOLT-4 leukemia cells; hit rate 6.9% among 80,000
# MDA-MB-435 = MDA-MB-435 melanoma | hit rate 7.8% among 82,000
# MDA-MB-468 = MDA-MB-468 breast cancer | hit rate 8.5% among 78,000
# K-562 = K-562 leukemia | AID 1794777 | hit rate 7.4% among 78,000
# SR = SR leukemia cells; hit rate 8.7% among 73,000; AID 1794780
# BT-549 = BT-549 breast cancer. hit rate 4.4% among 78,000
# The depositor's hits bear a star; · = not tested or not shown. The calls were made as follows: active = growth percent below 10; inactive = the rest. Rows are unselected; any-hit rate near 15%.
SMILES,MDA-MB-231,MCF7,MOLT-4,MDA-MB-435,MDA-MB-468,K-562,SR,BT-549
Cc1ccc(-c2cn3[nH]c(N)c(N=Nc4ccc(S(N)(=O)=O)cc4)c3n2)cc1,58,81,45,48,52,52,37,67
C=C(C)[C@@H]1CC[C@]2(C=NCCCNCCCCNCCCN)CC[C@]3(C)[C@H](CC[C@@H]4[C@@]5(C)CCCNC(C)(C)[C@@H]5CC[C@]43C)[C@@H]12,104,89,93,95,99,20,22,98
CCCCCCCCn1ccc2cc(NC(=O)Cn3cc(-c4ccc(F)cc4)nn3)ccc21,96,93,92,100,103,81,34,97
COc1ccc(/C=C2/NC(=S)N(c3ccccc3)C2=O)cc1,107,90,89,101,102,90,97,97
COc1cc2ccc(C(C)=O)c(O)c2cc1OC,105,101,100,104,90,107,85,96
CCN(CC)c1ccc(/C=C2/NC(=O)NC2=O)cc1,58,6.9*,·,-34*,38,·,·,39
CCCCN(CC(O)CNc1cc(OC)cc2cccnc12)C(C)CC (centres undefined),75,55,·,107,39,·,·,86
O=C(O)c1ccc(NC(=O)c2cccc(Nc3ccnc(C(F)(F)F)c3)c2)cc1,110,97,93,106,108,105,86,96
CC(=O)c1ccc(NC(=O)C(=O)c2c[nH]c3ccccc23)cc1,120,97,105,104,107,103,93,·
O=C1C=CC(=O)N1C1c2ccccc2-c2ccccc21,98,86,34,110,67,19,-27*,·

# 2 of the compounds above, as tab-separated lines.
Molecule	MDA-MB-231	MCF7	MOLT-4	MDA-MB-435	MDA-MB-468	K-562	SR	BT-549
CC(=O)c1ccc(NC(=O)C(=O)c2c[nH]c3ccccc23)cc1	120	97	105	104	107	103	93	·
O=C1C=CC(=O)N1C1c2ccccc2-c2ccccc21	98	86	34	110	67	19	-27*	·

# Further structures follow:
SMILES,MDA-MB-231,MCF7,MOLT-4,MDA-MB-435,MDA-MB-468,K-562,SR,BT-549
CC(=O)c1sc(-c2cccc(C)c2)cc1O,112,100,91,104,117,88,85,98
C=CCOc1ccccc1C(=O)OC,118,93,97,118,114,96,96,·
Cc1ccc(O)cn1,118,111,105,118,116,102,105,·
O=c1oc2ccccc2cc1-c1cc(/C=C/c2ccccc2)cc(-c2cc3ccccc3oc2=O)n1,102,73,89,111,78,101,83,105
Nc1nc(=S)c2[nH]c(N)nc2[nH]1,113,98,100,109,99,93,104,112
O=C(Nc1ccccc1)c1cc(=O)c(O)co1,101,91,102,103,99,95,107,102
COC(=O)Cc1cccc2ccccc12,109,99,94,115,117,·,91,110
C/C(=N\O)[C@H]1C[C@]23CC[C@]4(C)[C@H](CC[C@@H]5[C@@]6(C)CC/C(=N/O)C(C)(C)[C@@H]6CC[C@]54C)[C@H]2[C@H](C)C1(C)OC3,99,93,99,97,103,101,99,107
Cn1cc(/C=C(\C#N)C(=O)Nc2ncc(Cc3cccc(Cl)c3Cl)s2)c2ccccc21,99,84,87,41,85,70,55,95
Cn1cnc2c(=S)nc(N)[nH]c21,109,108,95,102,113,115,114,118

# Pulled one by one from above (3):
SMILES,MDA-MB-231,MCF7,MOLT-4,MDA-MB-435,MDA-MB-468,K-562,SR,BT-549
Cn1cc(/C=C(\C#N)C(=O)Nc2ncc(Cc3cccc(Cl)c3Cl)s2)c2ccccc21,99,84,87,41,85,70,55,95
CC(=O)c1sc(-c2cccc(C)c2)cc1O,112,100,91,104,117,88,85,98
O=c1oc2ccccc2cc1-c1cc(/C=C/c2ccccc2)cc(-c2cc3ccccc3oc2=O)n1,102,73,89,111,78,101,83,105

# Nothing new here: an excerpt of the list.
SMILES,MDA-MB-231,MCF7,MOLT-4,MDA-MB-435,MDA-MB-468,K-562,SR,BT-549
Cc1ccc(O)cn1,118,111,105,118,116,102,105,·
O=c1oc2ccccc2cc1-c1cc(/C=C/c2ccccc2)cc(-c2cc3ccccc3oc2=O)n1,102,73,89,111,78,101,83,105
Nc1nc(=S)c2[nH]c(N)nc2[nH]1,113,98,100,109,99,93,104,112
O=C(Nc1ccccc1)c1cc(=O)c(O)co1,101,91,102,103,99,95,107,102
COC(=O)Cc1cccc2ccccc12,109,99,94,115,117,·,91,110

# Continuation.
SMILES,MDA-MB-231,MCF7,MOLT-4,MDA-MB-435,MDA-MB-468,K-562,SR,BT-549
CC(N)c1nnnn1-c1ccc(Br)cc1 (centres undefined),109,86,92,101,102,·,86,93
NC(N)=Nc1cccc(Oc2ccc(N=C(N)Nc3ccc(Br)c(C(F)(F)F)c3)cc2)c1,76,47,67,79,39,56,24,92
COc1ccc(-c2cc(-c3cn(-c4cccc(Cl)c4)nc3-c3ccc(OC)cc3)[nH]c(=S)n2)cc1,68,86,42,64,39,101,75,103
Cc1c(C(=O)C(SC(=S)N2CCN(C(=O)OC(C)(C)C)CC2)SC(=S)N2CCN(C(=O)OC(C)(C)C)CC2)nnn1-c1ccc(Cl)cc1,110,94,91,106,105,95,120,123
C#CCOc1ccc(C(Nc2cc(C)ccc2C)c2nnnn2C2CCCCC2)cc1 (centres undefined),76,76,66,102,84,87,81,88
CCC(=O)NN=C(C)C,105,98,124,91,113,106,·,112
CC(=O)Nc1cc([N+](=O)[O-])cc([N+](=O)[O-])c1O,111,97,93,101,104,93,88,101
CN[C@H]1CCc2cc(OC)c(OC)c(OC)c2-c2ccc(O)c(=O)cc21,87,91,85,102,83,100,76,·
Clc1cc(Br)c(Cl)cc1Br,111,98,94,110,114,97,100,104
Brc1ccc2[nH]cc(-c3nc(-c4cccnc4)cs3)c2c1,68,79,66,88,79,100,70,89
O=C(O)CCN1CCN(c2cccc(Cl)c2)CC1,116,86,91,93,103,100,88,104
C[n+]1cc2cc(C(N)=O)[nH]c3c(=N)c(Cl)c(N)c1c23,54,36,·,86,53,53,38,79
O=C1c2ccccc2NC(c2cn(-c3ccccc3)nc2-c2cccnc2)N1Cc1ccccc1 (centres undefined),94,89,68,108,102,97,79,105
Cc1c(-c2nnc(-c3ccc([N+](=O)[O-])cc3)o2)nnn1-c1ccc([N+](=O)[O-])cc1,103,103,90,113,96,98,88,85
C=C1CC[C@H]2[C@@](C)(CCC3OC(c4ccc(OCc5cn(C6OC7COC(c8ccccc8)OC7C(O)C6NC(C)=O)nn5)cc4)OC[C@]32C)[C@@H]1/C=C/C1=CCOC1=O (some centres undefined),84,68,56,96,61,61,77,86
COc1cc2oc(-c3cccc(C(=O)NCc4ccccc4)c3)cc(=O)c2c(OC)c1OC,·,90,71,94,75,54,66,105
Cc1nc(-c2ccccc2)cc2c(O)c(C(=O)N/N=C/C=C/c3ccccc3)[nH]c(=O)c12,110,95,98,112,104,96,89,109
Cc1cccc(CN)n1,106,89,80,105,118,109,82,100
CCCCOCCOCCOC(=O)c1ccc(OC)cc1,93,96,116,108,98,110,122,93
Cc1cn([C@H]2C=C[C@@H](CO)O2)c(=O)[nH]c1=O,123,102,102,97,102,·,113,118
Cc1ccc(NC(=O)Nc2ccc(C)cc2C)cc1,121,100,93,93,109,97,87,104
CCOc1ccccc1NC(=O)CCC(=O)OC,107,90,95,102,100,108,98,106
